From PubChem
SMN2 splice up: increases expression of the SMN2 splice variant | HEK293 SMN2-luciferase splicing reporter, luminescence, 30-36 h | Potency, µM (titrated, usually from 46.1 µM), for the others: at the highest dose activity change, positive = activation, actives largely listed as activators | actives 2.8% (n = 210,000); also: % of control where 0% means no effect; nearly all actives have a fitted effect of over 55% in size
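HEK293 cells carry an SMN2 […]–luciferase reporter in which exon 7 inclusion puts luciferase in frame. Cells were plated 10-12 h before compound addition, then incubated 30-36 h at 37C. ONE-Glo luminescence was read; sodium butyrate at 4.5 mM final served as control.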
GLA spleen mod: inhibits or activates alpha-galactosidase in human spleen homogenate. P06280. human spleen homogenate, 4MU-alpha-Gal fluorescence, 40 min. Potency, µM (top dose mostly 80 µM), for inactives: at the top dose activity change, negative = inhibition, usual class: inhibitors. actives 0.008% (n = 240,000). AID 2107;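 also: 0% = enzyme with vehicle and -100% = no enzyme basal signal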
Target sequence (P06280 32-429 limits assumed): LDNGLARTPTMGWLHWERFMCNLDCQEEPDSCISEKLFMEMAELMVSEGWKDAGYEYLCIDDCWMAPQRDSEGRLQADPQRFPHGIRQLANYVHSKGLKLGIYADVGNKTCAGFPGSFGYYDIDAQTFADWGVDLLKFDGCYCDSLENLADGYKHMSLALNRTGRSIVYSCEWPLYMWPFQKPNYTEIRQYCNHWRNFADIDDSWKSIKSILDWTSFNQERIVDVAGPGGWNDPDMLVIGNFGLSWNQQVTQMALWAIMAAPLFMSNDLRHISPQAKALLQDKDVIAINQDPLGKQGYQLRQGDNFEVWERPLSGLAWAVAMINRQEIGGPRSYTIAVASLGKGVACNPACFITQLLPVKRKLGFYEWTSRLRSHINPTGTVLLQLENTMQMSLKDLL
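qHTS titration in buffer at pH 5.0. Alpha-galactosidase activity in spleen homogenate was measured via 4-methylumbelliferone release from 1 mM fluorogenic substrate after 40 min at 37C and a pH 10 stop. AC50 came from Hill fits of control-normalized data.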
ALDH1A1 inh: inhibitors of human aldehyde dehydrogenase 1A1; Potency, µM (top dose mostly 75.3 µM), for inactives: at the top dose activity, negative = inhibition, actives largely listed as inhibitors; Purified ALDH1A1, NADH fluorescence, propionaldehyde substrate; actives 7.3% (n = 220,000); active = well fitted inhibition curve with a large enough effect, not every such curve was filed as active; inconclusive = small, poorly fitted or top-dose-only effect, or another doubt; inactive = no such curve, though single readings can be large or run the other way;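 also: plate controls were no enzyme wells and a reference inhibitor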
RGS12 GoLoco inh: inhibitors of human Gai1-RGS12 GoLoco interaction (red fluorophore); P63096; Gai1:RGS12 GoLoco peptide FP, rhodamine, 10 min; Potency, µM (doses to about 61.6 µM), inactives show at the top dose activity, negative = inhibition, actives largely listed as inhibitors; actives 0.44% (n = 230,000); active = well fitted inhibition curve with a large enough effect, not every such curve was filed as active; inactive = no such curve, though single readings can be large or run the other way; also: % is scaled to controls: 0 for no effect and ±100 for the full control effect; nearly all actives have a fitted effect of over 30% in size; many of its hits are not listed in these tables
Target sequence (P63096 whole entry, looked up): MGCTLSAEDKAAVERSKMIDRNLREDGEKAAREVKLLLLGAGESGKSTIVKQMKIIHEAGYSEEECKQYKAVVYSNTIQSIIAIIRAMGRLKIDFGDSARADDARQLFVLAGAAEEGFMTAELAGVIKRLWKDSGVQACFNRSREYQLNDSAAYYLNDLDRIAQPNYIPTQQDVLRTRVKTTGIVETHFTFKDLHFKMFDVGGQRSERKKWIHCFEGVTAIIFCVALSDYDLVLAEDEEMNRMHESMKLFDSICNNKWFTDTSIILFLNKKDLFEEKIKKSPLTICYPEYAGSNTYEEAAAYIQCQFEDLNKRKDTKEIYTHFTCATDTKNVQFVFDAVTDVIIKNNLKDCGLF
GAA inhib: inhibitors of human lysosomal alpha-glucosidase; P10253; purified human GAA, 4-MU-alpha-glucoside fluorescence; Potency, µM (top dose mostly 76.9 µM), inactives show top-dose activity change, negative = inhibition, actives largely listed as inhibitors; actives 0.005% (n = 200,000); AID 1466;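 also: plate controls were uninhibited enzyme wells for no effect and no-enzyme background for full effect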
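Activity normalized between no-enzyme (basal) and enzyme-only wells. Conditions: 4 nM human enzyme, 400 uM fluorogenic substrate, citrate/phosphate pH 5.0 with Tween-20, 20 min room temperature, compounds up to 77 uM.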
JMJD2E inh: inhibitors of human JMJD2E histone demethylase. Potency, µM (highest dose often 57.1 µM), inactives show top-dose activity change, negative = inhibition, hits mostly inhibitors. AID 2147. JMJD2E catalytic domain, FDH-coupled NADH fluorescence (FDH is formaldehyde dehydrogenase). actives 1.6% (n = 230,000). B2RXH2; active = well fitted inhibition curve with a large enough effect, not every such curve was filed as active; inconclusive = small, poorly fitted or top-dose-only effect, or another doubt; inactive = no such curve, though single readings can be large or run the other way;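 also: 0% = wells with enzyme and -100% = buffer wells without enzyme; nearly all actives have a fitted effect of over 50% in size; many of its hits are not listed in these tables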
Target sequence (B2RXH2 1-337 limits assumed): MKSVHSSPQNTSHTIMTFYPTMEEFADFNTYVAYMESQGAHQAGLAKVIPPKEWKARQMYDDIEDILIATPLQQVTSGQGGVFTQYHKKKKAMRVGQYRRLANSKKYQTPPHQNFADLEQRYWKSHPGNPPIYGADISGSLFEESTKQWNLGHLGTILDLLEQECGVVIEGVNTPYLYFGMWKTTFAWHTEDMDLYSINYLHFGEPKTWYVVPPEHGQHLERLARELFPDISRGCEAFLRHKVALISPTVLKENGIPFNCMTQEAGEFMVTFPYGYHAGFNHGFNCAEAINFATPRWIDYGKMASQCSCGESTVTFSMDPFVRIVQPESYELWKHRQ
GAA spleen mod: inhibitors or activators of human alpha-glucosidase in spleen homogenate | P10253 | human spleen homogenate, 4-MU-alpha-glucoside fluorescence | Potency, µM (titrated, usually from 79.9 µM), for the others: at the highest dose activity change, negative = inhibition, actives largely listed as inhibitors | actives 0.006% (n = 240,000);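 also: 0% = enzyme with vehicle and -100% = no enzyme basal signal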
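Human spleen homogenate (1 ug) with 4-methylumbelliferyl-alpha-D-glucopyranoside (1 mM final) in 50 mM citrate/phosphate pH 5.0, 0.01% Tween-20; 40 min at 37 C. Stopped at pH 10; 4-MU fluorescence Ex 365/Em 440 nm; AC50 by Hill fit.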
GAA glycogen mod: inhibitors or activators of human alpha-glucosidase glycogen cleavage | AID 2100 | recombinant GAA, glycogen substrate, Amplex Red glucose oxidase fluorescence | actives 0.38% (n = 300,000) | P10253 | Potency, µM (doses to about 76.4 µM), for the others: at the top dose activity change, negative = inhibition, actives largely listed as inhibitors;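 also: 0% = full enzyme reaction and -100% = no-enzyme basal signal; the screen sought inhibitors and activators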
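Natural-substrate format: glycogen cleavage by 4 nM human enzyme, glucose read by Amplex Red coupling (Ex 573, Em 610 nm). Normalized to enzyme and no-enzyme controls.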
The depositor's hits bear a star; & = joins results of further samples; [ ] = another dose, or the depositor's remark. Unless noted, calls follow the shape of the dose curve; as a rule, active = well fitted curve in the direction sought with a large enough effect; inconclusive = small, poorly fitted or top-dose-only effect, or another doubt; inactive = no such curve, though single readings can be large; an effect the other way counts as inactive or inconclusive. Potency is read from the fitted curve at half-maximal effect. An excerpt, so the mix of outcomes need not match the whole.

For CCCCNC(=O)C1CCN(c2nc(C)cc(C)n2)CC1 the results were SMN2 splice up -6%, GLA spleen mod 5%, ALDH1A1 inh 6%, RGS12 GoLoco inh -9%, GAA inhib 6%, JMJD2E inh inconclusive, GAA spleen mod -5% and GAA glycogen mod 7%.
For O=C(NC(=S)Nc1ccc(N2CCOCC2)cc1)c1ccco1 the results were SMN2 splice up 16µM*, GLA spleen mod -22%, ALDH1A1 inh inconclusive, RGS12 GoLoco inh 5%, GAA inhib 4%, JMJD2E inh 10%, GAA spleen mod -5% and GAA glycogen mod -17%.
`Cc1ccccc1NC(=O)/C=C1\SC(=O)NC1=O` gave SMN2 splice up -2%, GLA spleen mod -2%, ALDH1A1 inh inconclusive, RGS12 GoLoco inh 0%, GAA inhib inconclusive, JMJD2E inh 2%, GAA spleen mod 0% and GAA glycogen mod 13%.
For CCc1cc[n+](-c2nc([O-])sc2C=O)cc1 the results were SMN2 splice up -12%, GLA spleen mod 5%, ALDH1A1 inh 0%, RGS12 GoLoco inh 1%, GAA inhib -2%, JMJD2E inh -9%, GAA spleen mod 0% and GAA glycogen mod 4%.
Screening CC1CC(C)CN(S(=O)(=O)c2ccc3c(c2)oc(=O)n3CC(=O)N2CCOCC2)C1 (stereo not given) returned SMN2 splice up -12%, GLA spleen mod -5%, ALDH1A1 inh 4%, RGS12 GoLoco inh 2%, GAA inhib 0%, JMJD2E inh 2%, GAA spleen mod 3% and GAA glycogen mod 6%.
COc1cccc(NC(=O)C(Sc2nnc(-c3ccncc3)n2-c2ccc(Cl)cc2)c2ccccc2)c1 (stereo not given) was read as SMN2 splice up -40%[inhibitor], GLA spleen mod -7%, ALDH1A1 inh inconclusive, RGS12 GoLoco inh -99%, GAA inhib -9%, JMJD2E inh 0%, GAA spleen mod 5% and GAA glycogen mod -7%.
`Cc1onc(C(=O)NCc2cccs2)c1[N+](=O)[O-]` gave SMN2 splice up -8%, GLA spleen mod 19%, ALDH1A1 inh 14%, RGS12 GoLoco inh 2%, GAA inhib -5%, JMJD2E inh -5%, GAA spleen mod -11% and GAA glycogen mod 6%.
Screening CC(C)Oc1ccc(/C(O)=C2/C(=O)C(=O)N(CCN(C)C)C2c2ccco2)cc1 (stereo not given) returned SMN2 splice up 28%, GLA spleen mod -20%, ALDH1A1 inh inconclusive, RGS12 GoLoco inh 17%, GAA inhib -12%, JMJD2E inh -22%, GAA spleen mod -15% and GAA glycogen mod 8%.
Screening COc1ccccc1/C=C/C=NC1C(=O)N(c2ccccc2)[N+](C)=C1C (stereo not given) returned GLA spleen mod 10%, RGS12 GoLoco inh -4%, JMJD2E inh 18%, GAA spleen mod -11% and GAA glycogen mod inconclusive.
`Cc1noc(C)c1C(=O)N1CCC[C@@]2(CCN(Cc3ccccc3)C2)C1` gave SMN2 splice up -13%, GLA spleen mod -5%, ALDH1A1 inh 10%, RGS12 GoLoco inh -5% and GAA spleen mod -12%.
Screening Cn1c(N)c(S(=O)(=O)N2CCN(C(=O)c3ccco3)CC2)c(=O)n(C)c1=O returned SMN2 splice up 11%, GLA spleen mod 3%, ALDH1A1 inh 1%, RGS12 GoLoco inh -8%, GAA inhib -7%, JMJD2E inh 5%, GAA spleen mod 1% and GAA glycogen mod 0%.
For Cc1noc(NS(=O)(=O)c2ccc(NC(=O)CCC3CCCCC3)cc2)c1C the results were SMN2 splice up 22%, GLA spleen mod -1%, ALDH1A1 inh -10%, RGS12 GoLoco inh 7%, GAA inhib -2%, JMJD2E inh -7%, GAA spleen mod -5% and GAA glycogen mod 0%.
For CC(CNS(=O)(=O)c1ccccc1)(c1ccccc1)N1CCOCC1 (stereo not given) the results were GLA spleen mod 3%, ALDH1A1 inh 6%, GAA inhib -6%, JMJD2E inh -7%, GAA spleen mod -4% and GAA glycogen mod -6%.
`Cc1cc(N2CCOCC2)nc(-c2ccccc2O)n1` gave SMN2 splice up 17%, GLA spleen mod 2%, ALDH1A1 inh 5%, RGS12 GoLoco inh -1%, GAA inhib -3%, JMJD2E inh -5%, GAA spleen mod -8% and GAA glycogen mod 10%.
Screening COc1cc(CNCc2cccs2)cc(Br)c1OC returned SMN2 splice up -5%, GLA spleen mod -6%, ALDH1A1 inh 5%, RGS12 GoLoco inh -4%, GAA inhib -7%, JMJD2E inh 7%, GAA spleen mod -11% and GAA glycogen mod -2%.
CC1CCCC(C)N1NC(=O)c1ccc(Cl)c(S(N)(=O)=O)c1 (stereo not given) was read as SMN2 splice up 3%&13%, GLA spleen mod inconclusive, ALDH1A1 inh -6%&-3%, RGS12 GoLoco inh -1%&14%, GAA inhib 4%, JMJD2E inh inconclusive, GAA spleen mod 0%&-4% and GAA glycogen mod 1%.
For CSc1sc(C)cc1C=O the results were SMN2 splice up 5%, GLA spleen mod -4%, ALDH1A1 inh inconclusive, RGS12 GoLoco inh 2%, GAA inhib 6%, JMJD2E inh 3%, GAA spleen mod -4% and GAA glycogen mod 15%.
For CCN(CC)c1ccc(NC(=O)c2cc(Cl)ccc2OC)cc1 the results were SMN2 splice up 4%, GLA spleen mod -1%, ALDH1A1 inh inconclusive, RGS12 GoLoco inh -28%, GAA inhib -13%, JMJD2E inh -11%, GAA spleen mod 0% and GAA glycogen mod inconclusive.
For Cc1cccc(NC(=S)Nc2ccc(Br)cc2)c1 the results were SMN2 splice up 13%, GLA spleen mod 5%, ALDH1A1 inh -3%, RGS12 GoLoco inh 8%, GAA inhib 1%, JMJD2E inh 5%, GAA spleen mod 1% and GAA glycogen mod -12%.
For CCN1CCN(CCCNc2ncnc3nc[nH]c23)CC1 the results were SMN2 splice up 11%, GLA spleen mod 5%, ALDH1A1 inh 18%, RGS12 GoLoco inh 3%, GAA inhib -5%, JMJD2E inh 11%, GAA spleen mod -5% and GAA glycogen mod 2%.
For O=C(O)CC(NC(=O)c1sc2ccccc2c1Cl)c1ccc(OC2CCCC2)cc1 (stereo not given) the results were SMN2 splice up -27%, GLA spleen mod 0%, ALDH1A1 inh -4%, RGS12 GoLoco inh 1%, GAA inhib -6%, JMJD2E inh -1%, GAA spleen mod 1% and GAA glycogen mod 4%.
For CCOC(=O)Cn1nc(-c2ccc(C)cc2)c2ccccc2c1=O the results were SMN2 splice up -2%, GLA spleen mod -8%, ALDH1A1 inh 0%, RGS12 GoLoco inh 13%, GAA inhib -5%, JMJD2E inh 5%, GAA spleen mod -5% and GAA glycogen mod 22%.
NC(=O)c1ccccc1OCC(=O)NC12CC3CC(CC(C3)C1)C2 was read as SMN2 splice up -34%, GLA spleen mod 11%, ALDH1A1 inh inconclusive, RGS12 GoLoco inh 3%, GAA inhib inconclusive, JMJD2E inh -15%, GAA spleen mod 5% and GAA glycogen mod 16%.
`Cc1nnc(NC(=O)COc2ccc3c(C)cc(=O)oc3c2)s1` gave SMN2 splice up 5%, GLA spleen mod 24%, ALDH1A1 inh inconclusive, RGS12 GoLoco inh 5%, GAA inhib inconclusive, JMJD2E inh inconclusive, GAA spleen mod 0% and GAA glycogen mod 2%.
Screening C=CCN(CC=C)C(=O)c1cc(Cl)ccc1[N+](=O)[O-] returned SMN2 splice up 14%, GLA spleen mod -6%, ALDH1A1 inh -2%, RGS12 GoLoco inh 14%, GAA inhib -8%, JMJD2E inh 12%, GAA spleen mod -15% and GAA glycogen mod 9%.
Screening C[C@@H]1CN(c2c(F)c(F)c3c(=O)c(C(=O)O)cn(C4CC4)c3c2F)C[C@H](C)N1 returned GLA spleen mod -16%, RGS12 GoLoco inh 6%, GAA spleen mod -8% and GAA glycogen mod -3%.
For CCOc1ccc(NC(=O)c2ccc(NC(=O)Cc3n[nH]c(=O)c4ccccc34)cc2)cc1 the results were GLA spleen mod -2%, ALDH1A1 inh -13%, RGS12 GoLoco inh 27%, GAA inhib -1%, JMJD2E inh -7%, GAA spleen mod -1% and GAA glycogen mod 5%.
CC(C)OCCCNC(=O)C1CCC(CNS(=O)(=O)c2ccc(Cl)cc2)CC1 (stereo not given) was read as SMN2 splice up -6%, GLA spleen mod 2%, ALDH1A1 inh inconclusive, RGS12 GoLoco inh 4%, GAA inhib 6%, JMJD2E inh -3%, GAA spleen mod 11% and GAA glycogen mod -6%.
`Cc1cc(NCCCN2CCOCC2)n2nc(C)c(-c3ccc(F)cc3)c2n1` gave SMN2 splice up -1%, GLA spleen mod 10%, ALDH1A1 inh inconclusive, RGS12 GoLoco inh 7%, GAA inhib -14%, JMJD2E inh inconclusive, GAA spleen mod 3% and GAA glycogen mod 3%.
`O=C1CC(c2ccc(O[C@@H]3OC(CO)[C@@H](O)C(O)C3O)cc2)Oc2cc(O)ccc21` (stereo not given in full) gave SMN2 splice up -6%, GLA spleen mod -3%, ALDH1A1 inh 5%, RGS12 GoLoco inh 1%, JMJD2E inh 0% and GAA spleen mod 3%.
`Cc1ccc(NC(=O)CN(c2ccc(C)cc2)S(=O)(=O)c2cccc3nonc23)cc1` gave SMN2 splice up -7%&-9%, GLA spleen mod 2%, ALDH1A1 inh inconclusive, RGS12 GoLoco inh 6%, GAA inhib inconclusive, JMJD2E inh 7%, GAA spleen mod -3% and GAA glycogen mod 6%[76.3 µM].
Screening COc1ccccc1-n1c(SCC(=O)NC2CCCCC2)nc2c(c1=O)SCC2 returned SMN2 splice up 4%, GLA spleen mod -4%, ALDH1A1 inh -2%, RGS12 GoLoco inh -2%, GAA inhib -4%, JMJD2E inh -1%, GAA spleen mod 5% and GAA glycogen mod -3%.
CCn1c(-c2cccs2)nc2ccccc21 was read as SMN2 splice up 10%, GLA spleen mod -1%, ALDH1A1 inh inconclusive, RGS12 GoLoco inh 13%, GAA inhib -5%, JMJD2E inh inconclusive, GAA spleen mod -4% and GAA glycogen mod -12%.
For Cc1cc2c(c(=O)n1CCN(C)C)C(c1ccncc1)C(C#N)=C(N)O2 (stereo not given) the results were SMN2 splice up -10%, GLA spleen mod -7%, ALDH1A1 inh 6%, RGS12 GoLoco inh 7%, GAA inhib 2%, JMJD2E inh 3%, GAA spleen mod -5% and GAA glycogen mod 2%.
Screening CC1(C)Cc2nc(Cl)c(C(=O)O)cc2CO1 returned SMN2 splice up -9%, GLA spleen mod 9%, ALDH1A1 inh 4%, RGS12 GoLoco inh 16%, GAA inhib 5%, JMJD2E inh -2%, GAA spleen mod 6% and GAA glycogen mod -5%.
